CD40 NFkB inh – CD40 pathway inhibition in BL2 cells; AID 1053188; hit rate 0.94% among 83,000; BL2 NF-kB luciferase reporter, CD40L-induced, 4 h; inhibition, % at 10 µM;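 active = mean inhibition of at least 50% with a set share of replicates also reaching that level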;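 also: 0% = neutral control wells and 100% = IKK inhibitor VII at 50 µM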
Starred values were filed as active, the others as inactive; & = joins results of further samples; [ ] = another dose, or the depositor's remark. Only part of the results is shown; rates above refer to the full screens.

SMILES	CD40 NFkB inh
CCc1cc(=O)oc2cc(C)c(CN3CCCC(C)C3)c(O)c12 (configuration not stated)	-3.1
Cc1ccsc1C(=O)Nc1ccccc1N1CCCC1	-8.0
COc1cccc(-c2ccc3n(c2=O)C[C@H]2[C@H](CO)[C@@H](C(=O)NCC4CC4)[C@@H]3N2S(C)(=O)=O)c1	-8.5[25 µM]
CC(OC(=O)CNC(=O)c1ccco1)C(=O)N(C)c1ccccc1 (configuration not stated)	0.2
COc1ccc(CCn2c(C)cc(C(=O)COC(=O)c3cnccn3)c2C)cc1	4.0
CO[C@H]1CN(C)C(=O)c2ccc(NC(=O)C3CC3)cc2OC[C@@H](C)N(Cc2cccnc2)C[C@H]1C	-0.2
CC(C)[C@H](NC(=O)NCCc1ccc(F)cc1)C(=O)O	7.9
CCCNC(=O)N1[C@H](C(=O)NC2CCC2)[C@@H](CO)[C@@H]2Cn3c(ccc(-c4ccccc4OC)c3=O)[C@@H]21	-16.8[25 µM]
COCC(=O)N1[C@H](CO)[C@@H](c2ccccc2)[C@H]1CN(C)C(=O)c1cccnc1	-2.1
O=C(c1ccc2c(c1)OCO2)N1C[C@@H]2N[C@H](C1)C2c1ccc(-c2cccnc2)cc1 (some centres not stated)	-3.9&2.0
N#Cc1ccc(Oc2ccc(-c3nc4ccccc4nc3-c3ccccc3)cc2)cc1C#N	-3.0
O=C(Nc1ncc2c(n1)-c1ccccc1CC2)C1CC1	14.6
CCOc1ccc(CCNC(=O)C2CCN(c3nn4c(=O)cc(C)nc4s3)CC2)cc1	12.8
CNC[C@@H]1OCc2cnnn2CCCC(=O)N([C@@H](C)CO)C[C@@H]1C	-1.9[25 µM]
Cc1cccc(NC(=O)CSCC(=O)Nc2ccccc2N2CCCCC2)c1	0.7
COC(=O)c1ccccc1NC(=O)c1ccc2nccnc2c1	4.7
Cc1ccc(C(=O)Nc2cccnc2N2CCN(C)CC2)cc1	11.7
NC(=O)C(c1ccccn1)c1ncc(C(F)(F)F)cc1Cl (configuration not stated)	-5.9
COc1ccc2c(-c3ccccc3)cc3nnnn3c2c1	-14.3
O=C(C1Cc2ccccc2CN1S(=O)(=O)c1ccc(F)cc1)N1CCCCCC1 (configuration not stated)	11.9
COc1ccc(C(=O)NCc2cccnc2)cc1S(=O)(=O)N1CCCc2ccccc21	8.5
COc1ccccc1NS(=O)(=O)c1cn(C)cn1	7.4
O=C(N1CCN(CCO)CC1)N1c2ccccc2C=Cc2ccccc21	3.0
Cc1ccc(C)c(NC(=O)CN2C(=O)NC(CCc3ccccc3)C2=O)c1 (configuration not stated)	4.9
O=S(=O)(c1ccc(F)cc1)N1C[C@@H]2N[C@H](C1)C2c1ccc(-c2ccc(F)cc2)cc1 (some centres not stated)	-1.4&-2.2
Cc1cc(=O)[nH]c2[nH][nH]c(=O)c12	14.6
C[C@@H]1CN([C@@H](C)CO)C(=O)c2cccc(NS(=O)(=O)c3cn(C)cn3)c2O[C@@H]1CN(C)S(=O)(=O)c1ccc(Cl)cc1	0.7
Cc1ccc(-n2nc(C(=O)NCc3ccco3)c3c4ccccc4n(C)c3c2=O)cc1	7.6
CN(CC(=O)Nc1ccc(F)cc1)c1ccc(S(=O)(=O)N2CCCC2)cn1	6.5
CSc1nnc(Cn2c(=O)sc3ccccc32)n1-c1ccccc1	9.8
COc1cc2c(cc1OC)-c1cc(N3CCCc4ccccc43)nc(=O)n1CC2	-12.4
Cc1c(C(=O)O)sc(S(=O)(=O)N2CCN(C(=O)Cc3ccccc3Cl)CC2)c1C(=O)O	1.5
Cc1ccccc1S(=O)(=O)N1[C@H](C#N)[C@@H](c2ccc(-c3ccccc3)cc2)[C@@H]1CO	-7.5
O=C1NCCN1CCN1C(=O)c2ccccc2NC1c1ccccc1 (configuration not stated)	1.6
Cc1ccc(S(=O)(=O)N2CCN(C(=O)CCCN3C(=O)NC4(CCCC4)C3=O)CC2)cc1C	1.1
CCCC(=O)N1CCC1(C)C(=O)Nc1ccccc1C(C)(C)C (configuration not stated)	-1.4
CC(=O)c1cc(-c2ccccc2)n(CCC(=O)NCc2cccs2)c1C	-4.1
COCc1ccc(CN2CCC(C(=O)Nc3cccc(-c4cscn4)c3)CC2)o1	1.7
COc1ccc(-c2csc3ncnc(N4CCN(S(=O)(=O)c5ccc(C)c(C)c5)CC4)c23)cc1	9.8
O=C(C[C@@H]1C[C@@H]2c3cc(NS(=O)(=O)c4ccccc4)ccc3O[C@@H]2[C@H](CO)O1)NC1CCCCC1	11.3
CN(Cc1ccc(F)cc1)C(=O)c1cccc(S(=O)(=O)N2CCN(c3ccccc3)CC2)c1	1.2
COc1ccc(S(=O)(=O)NCCOc2ccccc2)cc1-n1cnnn1	0.9
Cc1ccc(S(=O)(=O)Nc2ccc3c(c2)C(=O)N([C@@H](C)CO)C[C@@H](C)[C@@H](CN(C)CC2CCCCC2)O3)cc1	5.9
CCCCOC(=O)c1nc(Cl)c(Cl)c(N)c1Cl	3.3
C=CCn1c(CCC(=O)O)ccc1-c1ccc(OC)cc1	9.1
CS(=O)(=O)c1ccc(Cl)c(C(=O)O)c1	17.0
O=C(NCCN1CCOCC1)c1cc(-c2ccco2)on1	-15.6
O=C(CCCn1c(=O)oc2ccccc21)Nc1ccccc1	-43.2
COc1ccc(S(=O)(=O)N2CCCC2CNC(=O)C(=O)NCc2ccccn2)cc1 (configuration not stated)	3.0
COc1ccc(S(=O)(=O)N(C)C[C@@H]2OCc3ccccc3-c3ccccc3C(=O)N([C@@H](C)CO)C[C@H]2C)cc1	-3.3
CC[C@H](C)C(=O)O[C@H]1CCC=C2C=C[C@H](C)[C@H](CC[C@@H]3C[C@@H](O)CC(=O)O3)[C@H]21	1.3[25 µM]
CC1(C)Cc2cccc(Oc3ccc(S(=O)(=O)N4CCCCC4)cn3)c2O1	7.2
COc1ccc(COCC(O)CN(Cc2ccccc2)C(C)C)cc1OC (configuration not stated)	3.2
CCc1c(C(=O)N2CCCN(C)CC2)csc1C	5.8
CC(=O)c1ccc(-c2nnc(CCC(=O)N(C)Cc3cnc4ccccn34)o2)s1	3.2
O=C(NC1=NCCS1)C1CC(=O)N(c2ccc(Cl)cc2)C1 (configuration not stated)	15.0
c1ccc(-c2ccccc2OCCn2cncn2)cc1	5.1
CCOc1ccc(N(C)S(=O)(=O)c2ccc(C)c(C(=O)NCc3cccs3)c2)cc1	9.9
OC(CN1CCCCC1)c1ccc2c3c(cccc13)CC2 (configuration not stated)	-3.0
COCC(=O)Nc1ccc2c(c1)OCO2	9.8
Other records follow.
SMILES	CD40 NFkB inh
C[C@@H]1CN([C@@H](C)CO)C(=O)c2ccccc2-c2ccccc2CO[C@@H]1CN(C)S(=O)(=O)c1ccc(C#N)cc1	0.6
CO[C@@H]1CC[C@@H]2CCN(C)C(=O)[C@@H](C)CN(C)C(=O)c3cc(C#N)ccc3OC[C@@H]1O2	-5.6[25 µM]
CC(C)(C)NC(=O)COC(=O)CCC(=O)c1ccc(F)cc1	9.8
COc1ccc(CNC(=O)c2ccc(Cn3nc(C)c([N+](=O)[O-])c3C)o2)cc1	3.7
CCCS(=O)(=O)N1CCN=C1SCc1cccc2ccccc12	11.4
C[C@@H]1CN([C@@H](C)CO)S(=O)(=O)c2ccc(-c3ccc(F)cc3)cc2O[C@H]1CN(C)Cc1ccccc1C(=O)O	-13.8[25 µM]
COc1ccc(NS(=O)(=O)c2cccc(C(=O)N3CCC3)c2)cc1	14.7
O=C(C1CCN(S(=O)(=O)c2cccs2)CC1)N1CCc2ccccc2C1	0.5
CC(SC(C)C(=O)NN=Cc1ccc(F)cc1)C(=O)NN=Cc1ccc(F)cc1 (configuration not stated)	-9.9
C[C@H]1CN([C@@H](C)CO)C(=O)c2cc(-c3cccc(C(=O)N(C)C)c3)cnc2O[C@H]1CN(C)C(=O)Cc1ccccn1	-9.0[25 µM]
CCN(CC)C(=O)C(C)OC(=O)c1ccc(O)cc1 (configuration not stated)	11.5
OCCNCCCOc1cc(Cl)ccc1Cl	8.5
Cn1c(CCNC(=O)c2ccco2)nc2cc(NS(=O)(=O)c3ccccc3)ccc21	7.6
CC(C)CC#Cc1ccc([C@@H]2[C@@H](CO)N3C(=O)CN(C(=O)Nc4cc(F)ccc4F)C[C@H]23)cc1	29.3[25 µM]
CC12CCC(=O)N1C(C(=O)Nc1cccc(S(=O)(=O)N3CCCCC3)c1)CS2 (configuration not stated)	3.6
O=C(Cn1c(=O)n(-c2ccccc2)c(=O)c2sccc21)NCc1ccccc1	-0.2
O=C1CN(C(=O)c2cccc(S(=O)(=O)N3CCCC3)c2)c2ccccc2N1	10.3
CCOC(=O)c1cc(C)n(-n2cnnc2)c1C	7.1
Cc1cc(C)cc(NC(=O)CSc2nc3nc(C)cc(C)n3n2)c1	-1.9
CCOC(=O)C1CCCN(C(=O)c2ccc(N(C)C)cc2)CC1 (configuration not stated)	-2.4
O=C(Nc1ccc(Oc2ccccc2)cc1)c1csc([C@@H]2O[C@H](CO)[C@@H](O)[C@H]2O)n1	-1.1
Cc1ccn2c(=O)nc(SCC(=O)N3CCC(C)CC3)nc2c1	-16.4
Cc1nc2nc(C)n(CCN3CCOCC3)c(=O)c2c(-c2cccc([N+](=O)[O-])c2)c1C(=O)CCCCCCCCCCN1CCC(c2ccccc2)(c2ccccc2)CC1	115.2*
C=CCN1C(=O)c2ccc(C(=O)N(CC)CC(=O)Nc3c(F)cccc3F)cc2C1=O	-5.3
O=c1c2ccccc2c(=O)n(Cc2ccccc2)n1Cc1ccccc1	16.9
COc1ccc(C(=O)Nc2cc(C)ccc2NC(=O)COc2ccccc2)cc1	-29.7
CCN1CC(CNC(=O)c2ccc3nc(Cc4cccc(Cl)c4)oc3c2)CC1=O (configuration not stated)	-4.4
Cc1ccc(Nc2nnc(SCC(=O)c3c(N)n(C4CC4)c(=O)[nH]c3=O)s2)cc1C	-40.9
O=C(O)c1ccccc1NS(=O)(=O)c1ccc(N/N=C/c2ccc(O)c(O)c2)c([N+](=O)[O-])c1	1.1
COC(=O)[C@@H]1CC(O)CN1C(=O)C12CC3CC(CC(C3)C1)C2 (some centres not stated)	4.5

Sorted by heavy-atom count (largest number first): 14 of the compounds above.
SMILES	CD40 NFkB inh
Cc1nc2nc(C)n(CCN3CCOCC3)c(=O)c2c(-c2cccc([N+](=O)[O-])c2)c1C(=O)CCCCCCCCCCN1CCC(c2ccccc2)(c2ccccc2)CC1	115.2*
CC(C)CC#Cc1ccc([C@@H]2[C@@H](CO)N3C(=O)CN(C(=O)Nc4cc(F)ccc4F)C[C@H]23)cc1	29.3[25 µM]
O=C(O)c1ccccc1NS(=O)(=O)c1ccc(N/N=C/c2ccc(O)c(O)c2)c([N+](=O)[O-])c1	1.1
C=CCN1C(=O)c2ccc(C(=O)N(CC)CC(=O)Nc3c(F)cccc3F)cc2C1=O	-5.3
O=C(Nc1ccc(Oc2ccccc2)cc1)c1csc([C@@H]2O[C@H](CO)[C@@H](O)[C@H]2O)n1	-1.1
COc1ccc(C(=O)Nc2cc(C)ccc2NC(=O)COc2ccccc2)cc1	-29.7
O=C(Cn1c(=O)n(-c2ccccc2)c(=O)c2sccc21)NCc1ccccc1	-0.2
O=C1CN(C(=O)c2cccc(S(=O)(=O)N3CCCC3)c2)c2ccccc2N1	10.3
O=c1c2ccccc2c(=O)n(Cc2ccccc2)n1Cc1ccccc1	16.9
Cc1cc(C)cc(NC(=O)CSc2nc3nc(C)cc(C)n3n2)c1	-1.9
Cc1ccn2c(=O)nc(SCC(=O)N3CCC(C)CC3)nc2c1	-16.4
COC(=O)[C@@H]1CC(O)CN1C(=O)C12CC3CC(CC(C3)C1)C2 (some centres not stated)	4.5
CCOC(=O)c1cc(C)n(-n2cnnc2)c1C	7.1
OCCNCCCOc1cc(Cl)ccc1Cl	8.5

Next part.
SMILES	CD40 NFkB inh
CCN(CC)S(=O)(=O)c1cc(NS(=O)(=O)c2cccc(C(=O)O)c2)ccc1C	6.2
Cc1ccc(-c2nn(CCC(=O)NCC3CCCO3)c(=O)c3ccccc23)cc1 (configuration not stated)	2.9
COc1cccc(C#Cc2ccc3c(c2)[C@@H]2[C@@H](CCN2S(=O)(=O)c2ccc(C)cc2)[C@@H](CO)N3)c1	21.5[25 µM]
OC[C@@H]1[C@@H](c2ccc(-c3ccc(F)cc3)cc2)[C@H]2CN(CCC(F)(F)F)CCCCN12	7.7[25 µM]
CCOC(=O)c1cnn2c(N)c(C#N)cnc12	-9.6
Cc1ccc2c(c1)C1CN(C)CCC1N2S(=O)(=O)c1ccc(C#N)cc1 (configuration not stated)	5.2
CN(C)S(=O)(=O)N1CCN(CC(O)COc2ccc(C(=O)c3ccccc3)cc2)CC1 (configuration not stated)	13.8
COc1cccc(-c2ccc(NC(=O)C3CCCN(Cc4cnc(C)n4C)C3)cc2)c1 (configuration not stated)	-20.7
O=C(COC(=O)c1cccc(S(=O)(=O)N2CCCC2)c1)Nc1ccccc1	8.6
Cc1cccc(C)c1NC(=O)COC(=O)/C=C/c1ccc(S(=O)(=O)N2CCOCC2)cc1	4.9
O=C(NCc1nnc2c(C(F)(F)F)cc(Cl)cn12)c1cccnc1	11.9
CCCCNC(=O)Cc1ccc(C)cc1	1.0
O=C(/C=C/c1ccccc1)Nc1cc(S(=O)(=O)N2CCOCC2)ccc1N1CCOCC1	1.4
O=C(N/N=C/c1ccc([N+](=O)[O-])cc1)c1cc2ccccc2o1	13.0
C[C@@H]1CN([C@H](C)CO)C(=O)c2c(c3ccccc3n2C)-c2ccccc2CO[C@@H]1CN(C)C(=O)Nc1ccc(-c2ccccc2)cc1	-12.5

Next section, starting with the last 2 of the part before.
SMILES	CD40 NFkB inh
O=C(N/N=C/c1ccc([N+](=O)[O-])cc1)c1cc2ccccc2o1	13.0
C[C@@H]1CN([C@H](C)CO)C(=O)c2c(c3ccccc3n2C)-c2ccccc2CO[C@@H]1CN(C)C(=O)Nc1ccc(-c2ccccc2)cc1	-12.5
COc1ccc(-c2cc(C(F)(F)F)nc(-n3ccnc3C)n2)cc1	-0.2
Cc1ccc(C2NC(=O)c3sc(=S)n(-c4ccccc4)c3N2)cc1 (configuration not stated)	9.2
O=C(OC1CCS(=O)(=O)c2sccc21)c1ccccc1 (configuration not stated)	5.5
COc1ccc(S(=O)(=O)NCC2CC3C=CC2C3)cc1OC (configuration not stated)	-3.2
C[C@H]1CN([C@@H](C)CO)S(=O)(=O)c2ccc(-c3cncnc3)cc2O[C@@H]1CN(C)Cc1ccncc1	-20.1[25 µM]
O=C(NCc1ccccc1)c1nc2ccccc2s1	-41.0
O=C(NCCc1ccccc1)c1cc2ncc(Br)cn2n1	-37.4

Screening data: PubChem BioAssay, Broad Institute
